# Source: PubChem
# TrxR1 inh = inhibitors of rat thioredoxin reductase 1; 390,000 tested, 1% active; Potency, µM (highest dose often 114 µM), without a hit: at the top dose activity change, negative = inhibition, usual class: inhibitors; recombinant rTrxR1, NADPH fluorescence consumption, selenite substrate; O89049; note: % is set by controls: 0 for no effect and ±100 for the full control effect; nearly all actives have a fitted effect of over 65% in size
#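 Rat TrxR1 (90 nM in the dispensed reagent) was pre-reduced with 400 uM NADPH for 5 min at room temperature, then incubated with compound for 15 min. After 400 uM selenite was added, NADPH fluorescence (Ex 340/Em 450 nm) was followed for 8 min.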
# ALOX12 inh = inhibitors of human 12S-lipoxygenase ALOX12 | P18054 | purified 12hLO, xylenol orange hydroperoxide absorbance | Potency, µM (highest dose often 108 µM), inactives show at the highest dose activity change, negative = inhibition, hits mostly inhibitors | 580,000 tested, 1.1% active | AID 1671190; note: % is set by controls: 0 for no effect and ±100 for the full control effect
#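 Hydroperoxide product was detected by ferrous iron/xylenol orange as the 573 to 405 nm absorbance ratio. Arachidonic acid at 40 uM (final) was turned over for 30 min at room temperature by 150 nM human 12hLO, pH 7.0 Hepes buffer, after 15 min compound preincubation.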
# HP1b binding inh = inhibitors of HP1-beta chromodomain binding to methylated histone tails. 390,000 tested, 0.56% active. AID 540317. Potency, µM (titrated, usually from 114 µM), for inactives: at the highest dose activity change, negative = inhibition, usual class: inhibitors. P83916. AlphaScreen HP1-beta / biotin-H3K9me3 peptide binding; note: nearly all actives have a fitted effect of over 70% in size; inactives centre near 23
# Target sequence (P83916 whole entry, looked up): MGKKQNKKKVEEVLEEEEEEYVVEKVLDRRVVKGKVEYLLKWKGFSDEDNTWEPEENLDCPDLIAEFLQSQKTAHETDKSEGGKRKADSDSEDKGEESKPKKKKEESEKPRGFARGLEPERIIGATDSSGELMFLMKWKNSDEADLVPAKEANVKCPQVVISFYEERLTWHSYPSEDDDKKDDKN
#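 AlphaScreen: HP1-beta (50 nM) preformed 30 min with biotin-H3(1-18)K9me3 peptide (50 nM) in PBS pH 7.4, 0.01% Tween-20. Compound added for 30 min at RT, then streptavidin donor/nickel chelate acceptor beads (10 ug/mL) for 30 min.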
# RGS4 inh = human RGS4 inhibition | AID 504845 | P49798 | Transcreener GDP fluorescence polarization, RGS4-accelerated GTP hydrolysis | Potency, µM (doses to about 114 µM), for the others: top-dose activity change, negative = inhibition, actives largely listed as inhibitors | 390,000 tested, 0.039% active; note: % is set by controls: 0 for no effect and ±100 for the full control effect; nearly all actives have a fitted effect of over 75% in size; some results filed as inactive show a strong effect at the top dose
# Target sequence (P49798 whole entry, looked up): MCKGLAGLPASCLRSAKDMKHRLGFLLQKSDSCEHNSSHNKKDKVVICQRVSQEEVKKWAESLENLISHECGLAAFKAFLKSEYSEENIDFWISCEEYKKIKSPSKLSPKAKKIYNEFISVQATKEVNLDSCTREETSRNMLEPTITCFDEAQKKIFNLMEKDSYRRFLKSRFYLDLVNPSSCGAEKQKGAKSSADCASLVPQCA
#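 MLSMR compounds (23 nl, pin-transferred) preincubated 10 min at room temperature with a 500nM (2x) first reagent, then RGS4 at 900nM (2x) plus Transcreener GDP mix added; fluorescence polarization (620/688 nm) read before and after 90 min at 30 °C.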
# GLS inhibitor = blocks human kidney-isoform glutaminase activity; O94925; GLS enzymatic activity, qHTS titration; Potency, µM (series often up to 45.5 µM), for inactives: at the top dose activity change, negative = inhibition, actives largely listed as inhibitors; 410,000 tested, 0.21% active; note: % is set by controls: 0 for no effect and ±100 for the full control effect
#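 Read-out is an Amplex red fluorescence increase coupled through glutamate oxidase and HRP, measured before and after 30 min room-temperature incubation. hKGA is in 45 mM KH2PO4 (pH 8.2) with 0.02% Tween-20; glutamine added as 1mM solution.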
# Pin1 inh = human Pin1 inhibition. Pin1 FP peptide displacement, HiFluor488, 10 min. Potency, µM (highest dose often 115 µM), for the others: top-dose activity, negative = inhibition, usual class: inhibitors. Q13526. AID 504891. 390,000 tested, 0.009% active; active = well fitted inhibition curve with a large enough effect in the polarisation, with a control signal flat, not every such curve was filed as active; inconclusive = small, poorly fitted or top-dose-only effect, or effect the other way, or a change in a side signal; inactive = no such curve, though single readings can be large or run the other way; the % refers to the polarisation; note: % is set by controls: 0 for no effect and ±100 for the full control effect
# Target sequence (Q13526 whole entry, looked up): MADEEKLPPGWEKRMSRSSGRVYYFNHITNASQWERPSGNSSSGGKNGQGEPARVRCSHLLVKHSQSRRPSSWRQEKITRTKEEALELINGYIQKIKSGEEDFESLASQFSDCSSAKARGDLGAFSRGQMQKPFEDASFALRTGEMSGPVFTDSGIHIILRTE
# JMJD2A Tudor inh = inhibitors of human JMJD2A Tudor domain | O75164 | AlphaScreen JMJD2A-Tudor / H3K4me3 peptide binding | Potency, µM (highest dose often 114 µM), for inactives: at the top dose activity change, negative = inhibition, most hits filed as inhibitors | 390,000 tested, 4.4% active; note: % is set by controls: 0 for no effect and ±100 for the full control effect; nearly all actives have a fitted effect of over 50% in size
# ERG Ets-DNA blk = ERG Ets/DNA interaction inhibition. P11308. fluorescence polarization, His-ERG Ets domain / labelled DNA. Potency, µM (highest dose often 76.9 µM), for the others: at the top dose FP activity, negative = inhibition, usual class: inhibitors. 370,000 tested, 0.028% active. AID 624246; active = well fitted inhibition curve with a large enough effect in the polarisation, with a control signal flat; inconclusive = small, poorly fitted or top-dose-only effect, or effect the other way, or a change in a side signal; inactive = no such curve, though single readings can be large or run the other way; the % refers to the polarisation;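 note: polarization taken with two DNA probes labelled with fluorescein and Texas red; % of control where 0% means no effect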
# Target sequence (P11308 whole entry, looked up, the tested form may be a part): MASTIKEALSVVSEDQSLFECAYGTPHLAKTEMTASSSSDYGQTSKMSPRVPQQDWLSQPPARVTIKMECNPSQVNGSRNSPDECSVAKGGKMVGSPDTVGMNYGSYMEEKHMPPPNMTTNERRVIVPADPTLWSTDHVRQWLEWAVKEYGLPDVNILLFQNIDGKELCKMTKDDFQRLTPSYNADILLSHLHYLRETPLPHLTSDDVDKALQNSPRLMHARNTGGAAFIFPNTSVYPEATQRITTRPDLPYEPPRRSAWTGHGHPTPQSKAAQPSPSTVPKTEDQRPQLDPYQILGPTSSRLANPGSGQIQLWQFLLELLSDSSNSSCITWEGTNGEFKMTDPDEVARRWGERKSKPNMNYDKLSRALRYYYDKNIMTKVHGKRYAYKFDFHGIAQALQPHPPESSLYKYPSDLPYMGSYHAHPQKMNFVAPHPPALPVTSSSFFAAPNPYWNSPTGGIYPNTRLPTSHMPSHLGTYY
#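 His-tagged ERG Ets domain (1 uM in the protein solution; 300mM KCl, 50mM Tris-HCl, 1mM EDTA, 1mM DTT, pH 7.5) received compound, then a probe mix of 5 nM fluorescein-DNA and 100nM Texas-615-DNA. Fluorescence polarization was read for both dyes.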
# Tb PGK inh = inhibitors of T. brucei phosphoglycerate kinase; 380,000 tested, 0.043% active; AID 602233; Potency, µM (titrated, usually from 57.5 µM), without a hit: top-dose activity change, negative = inhibition, hits mostly inhibitors; P07378; PGK/GAPDH coupled, Kinase-Glo luminescence, 60 min; note: % is set by controls: 0 for no effect and ±100 for the full control effect; nearly all actives have a fitted effect of over 60% in size
#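 Luminescent ATP detection (Kinase-Glo Plus) follows a 60-minute room-temperature incubation, with wells lacking PGK as controls. Buffer: 100 mM TEA (pH 7.6), 5 mM MgCl2, 0.01% Tween-20. Coupling enzyme GAPDH (100 nM final) supplies unstable 1,3-BPG in-well.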
# Active calls of the source: *; i = inactive; ? = inconclusive; . = not tested or not shown; & = joins results of further samples; ! = not confirmed by another sample; [ ] = dose if it differs, or a comment. Unless noted, calls come from the whole dose curve; as a rule, active = well fitted curve in the direction sought with a large enough effect; inconclusive = small, poorly fitted or top-dose-only effect, or another doubt; inactive = no such curve, though single readings can be large; an effect the other way counts as inactive or inconclusive. Potency is the fitted concentration of half-maximal effect.
cpd	SMILES	TrxR1 inh	ALOX12 inh	HP1b binding inh	RGS4 inh	GLS inhibitor	Pin1 inh	JMJD2A Tudor inh	ERG Ets-DNA blk	Tb PGK inh
1	C#Cc1cccc(-n2nnc(C(=O)OC)c2-c2ccccc2)c1	-2%[57.1 µM]	-3%	8%	9%	-2%	-2%	-12%	14%	5%
2	CC(=O)NC1C(c2nc3ccccc3s2)=C(c2ccccc2)C(=O)N1c1ccc(C)cc1 (stereo not given)	-21%	0%	?	6%	3%	-4%	?	1%	-5%
3	CC(=O)c1ccc(S(=O)(=O)N2CCC(c3nnc(SCCN4CCCC4)n3C)CC2)cc1	24%[57.1 µM]	-17%	0%	6%	0%	1%	-11%	-9%	14%
4	O=C(O)C1CCCCC1C(=O)Nc1ccccc1F (stereo not given)	10%[57.1 µM]	-11%	10%	30%	1%	-3%	-1%	-4%	i
5	CCc1cc2c3c(c1)C(C)CC(C)(C)N3C(=O)C2=O (stereo not given)	-6%	-18%	-35%	-8%	13%	-6%	?	-2%	-6%
6	O=C(Nc1ccccc1C(=O)NCCCN1CCOCC1)c1cccc([N+](=O)[O-])c1	4%	-1%	23%	-37%	1%	-5%	-10%	13%	-2%
7	c1ccc(COC2CCCN(Cc3nc(-c4cnccn4)no3)C2)nc1 (stereo not given)	-17%	-10%	31%	-9%	-2%	-6%	-13%	-3%	.
8	O=C(c1cccc(C(F)(F)F)c1)C1CCCN(C(=O)CN2CCOC2=O)C1 (stereo not given)	5%	0%	8%	8%	3%	-4%	-11%	-6%	-2%
9	CCOC(=O)CN1NC2(CCCCC2)NC1=S	-4%	?	-20%	?	58%[activator]	0%	18µM*	-2%	-10%
10	OCCC1CN(Cc2cnc(N3CCOCC3)s2)CCN1C1CCCC1 (stereo not given)	22%	2%	18%	6%	-1%	-9%	-16%	0%	-4%
11	COc1ccc(Cl)cc1NC(=S)Nc1ccccc1F	-12%	-29%	21%	-27%	9%	3%	-24%	-2%	10%
12	CCCSc1nc2c(c(=O)[nH]c(=O)n2C)n1CC(O)COc1ccccc1 (stereo not given)	8%[57.1 µM]	?	-3%	-52%	-5%	3%	-9%	-15%	-3%
13	CS(=O)(=O)n1nc(-c2ccco2)nc1N	24%	?	29%	-5%	-8%	-1%	-8%	-5%	-1%
14	N=c1c2c(-c3ccccc3)c(-c3ccccc3)n(Cc3ccccc3)c2ncn1CCO	-12%	?	-5%	20%	1%	9%	?	-3%	1%
15	CCOC(=O)N1CCC(N2Cc3cccc(C(=O)N4CCN(C5CCCCC5)CC4)c3C2=O)CC1	5%[57.1 µM]	-2%	13%	22%	0%	-4%	-10%	2%	-10%
16	COc1cc(-c2nnc(SCC(=O)Nc3cccc(C#N)c3)o2)cc(OC)c1OC	6%	2%	35%	-20%	-2%	2%	-11%	1%	-14%
17	CCN(CC)C(=O)Cn1c(=O)n(CC(=O)N2CCCCC2)c(=O)c2sccc21	16%	-17%	38%	3%	10%	-5%	9%	-8%	-3%
18	Cc1ccc2c(CC(=O)Nc3ccc(S(=O)(=O)N4CCCCC4C)cc3)coc2c1 (stereo not given)	26%	4%	0%	-17%	1%	65%[activator]	-22%	-7%	-6%
19	C=CCC1CCCCC12NC(=O)NC2=O (stereo not given)	-1%	-4%	47%[activator]	5%	-13%	0%	-8%[57.1 µM]	10%	-3%
20	Cc1ccc(C(=O)c2cc([N+](=O)[O-])ccc2N2CCOCC2)c(C)c1	16%	-21%	-18%	7%	19%	2%	?	8%	-10%
21	COc1ccc(C)cc1S(=O)(=O)NCCN1CCOCC1	5%[57.1 µM]	0%	38%	-17%	-11%	-6%	10%	9%	-10%
22	COc1ccc(/C(C)=N/NC(=O)CNC(=O)c2ccncc2)c(OC)c1	?	3%	43%[activator]	10%	2%	7%	-8%	3%	5%
23	S=C(NCCc1ccc(Cl)cc1)NCc1ccco1	4%[57.1 µM]	?	-14%	-17%	1%	-7%	-32%	1%	-7%
24	S=C(Nc1ccccc1)N1CCCCCCC1	7%[57.1 µM]	?	29%	7%	1%	-7%	-8%	0%	i
25	CCOc1ccc(C(=S)N2CCCC2)cc1	19%[57.1 µM]	-1%	17%	-20%	-3%	-1%	-5%	-9%	i
26	O=C(Nc1ccc(N2CCCCC2)cc1)c1ccccc1	4%	-26%	2%	-7%	7%	6%	-28%	.	-22%
27	Cc1cc(F)ccc1S(=O)(=O)N1CCCOC1CNC(=O)C(=O)NCc1ccncc1 (stereo not given)	-7%	5%	25%	15%	4%	0%	4%	-8%	-1%
28	CCOC(=O)c1ccc2c(c1)nc(C1CCN(S(=O)(=O)c3cccs3)CC1)n2CC	-2%	-9%	13%	-29%	-1%	16%	-13%	.	-4%[11.5 µM]
29	COc1ccc(CCCc2nnc(SCC(=O)Nc3ccc(C)cc3)o2)cc1C	17%[57.1 µM]	18µM*!	3%	-7%	3%	0%	-13%	0%	-1%
30	O=C(C1=C(O)C(=O)N(CCN2CCOCC2)C1c1ccc(F)cc1)c1cc2ccccc2o1 (stereo not given)	?	?	11%[57 µM]	-24%	4%	-3%	-25%	1%	-1%
31	Cc1sc2c(=O)n3c(nc2c1C(=O)NCCCN1CCOCC1)CCCCC3	-18%	0%	34%	-1%	-1%	-11%	-7%	-6%	-5%
32	O=C1c2ccccc2C(=O)N1CCCCN(C(=O)c1ccco1)c1ccc(Cl)cc1	-1%	8%	11%	-22%	-6%	-1%	-10%	-7%	-1%
33	OCCC1CN(Cc2ccc3nsnc3c2)CCN1C1CCCC1 (stereo not given)	15%	0%	41%[activator]	9%	-1%	-1%	-1%	-2%	-7%
34	CC(C)CC(=O)Nc1c2c(nn1-c1ccc(F)cc1)CS(=O)(=O)C2	21%	-6%	63%[activator]	-11%[56.9 µM]	10%	-8%	-14%	-2%	-10%
35	O=C1NC(=O)/C(=C/c2ccco2)N1	-23%	-23%	45%[activator]	-25%	21%	-17%	-1%	.	-8%
36	O=C(CCc1ccccc1)NC1CCCc2ccccc21 (stereo not given)	21%	-16%	34%	20%	5%	-5%	-14%	12%	-2%
37	Cc1ccnc(NC(c2ccsc2)c2ccc3ccc(C)nc3c2O)c1 (stereo not given)	3.5µM*	?	?	?	19%	1%	?	3%	4%
38	CC(C)(C)NC(=O)C(c1ccccc1)N(C(=O)c1csnn1)C1CC1 (stereo not given)	3%[57.1 µM]	2%	20%	7%	7%	-12%	-3%	-2%	-5%
39	Cc1csc(=O)n1CC(=O)OCC(=O)c1c(N)n(CC(C)C)c(=O)n(C)c1=O	-7%[57.1 µM]	-23%	31%	11%	-1%	-5%	4%	2%	-2%
40	Cc1ccc(S(=O)(=O)NC(C(=O)Oc2ccc3ccc(=O)oc3c2)c2ccccc2)cc1 (stereo not given)	50µM*	-21%	37%	-33%	12%	9%	-12%	-18%	i
41	CSCCC(NC(=O)c1ccccc1Br)C(=O)NNC(=O)c1csc(N2CCOCC2)n1 (stereo not given)	6%[57.1 µM]	8%	74%[activator]	-6%	0%	?	-10%	-21%	-10%
42	COc1ccc(-c2ncncc2-c2ccccc2)c(O)c1	4%	-7%	16%	8%	16%	7%	-2%	1%	-4%
43	COc1ccc2cc3c(N)nn(C(=O)c4ccccc4[N+](=O)[O-])c3nc2c1	-3%	-2%	29%	-7%	-9%	7%	-8%	-2%	0%
44	Cc1c(NC(=O)c2ccc(Br)o2)c(=O)n(-c2ccccc2)n1C	-6%	5%	16%	-1%	2%	1%	-4%	.	.
45	CN(C)N1C(N)=C(C#N)C(c2cccc([N+](=O)[O-])c2)C2=C1CC(C)(C)CC2=O (stereo not given)	16%[57.1 µM]	74%[activator]	27%	-12%	-15%	3%	-2%	-2%	i
46	c1ccc(Oc2ccc(-c3ccnc4ncnn34)cc2)cc1	5%[57.1 µM]	-8%	32%	-25%	-4%	-11%	-6%	-5%	i
47	CCCOc1ccc(N2C(=O)CC(N(Cc3ccc(S(N)(=O)=O)cc3)C(=O)CC)C2=O)cc1 (stereo not given)	-4%[57.1 µM]	-18%	37%	12%	-1%	2%	2%	-6%	-10%
48	COc1ccc(-c2cc(C)no2)cc1S(=O)(=O)N1CCN(C(=O)c2ccco2)CC1	?	6%	-2%	-1%	-2%	-7%	-28%	-8%	-2%
49	CCC(Sc1nc2cc(OC)c(OC)cc2c(=O)n1Cc1ccc(OC)cc1)C(=O)NCCOC (stereo not given)	11%	-11%&-28%	39%&21%[activator]	-18%&15%	-5%&-2%	23%&3%	-3%&-14%	-1%&4%	-11%
50	O=C(O)/C(=C\c1cccc(OCc2ccccc2)c1)c1ccc(F)cc1	4%[57.1 µM]	-7%	-2%	7%	-12%	-2%	-25%	-5%	-11%

# Single entries from above:
# Entry of CCOC(=O)c1ccc2c(c1)nc(C1CCN(S(=O)(=O)c3cccs3)CC1)n2CC under GLS inhibitor: -1%
# Entry of Cc1ccc(S(=O)(=O)NC(C(=O)Oc2ccc3ccc(=O)oc3c2)c2ccccc2)cc1 (stereo not given) under HP1b binding inh: 37%
# Entry of Cc1csc(=O)n1CC(=O)OCC(=O)c1c(N)n(CC(C)C)c(=O)n(C)c1=O under GLS inhibitor: -1%

# These rows are one share of the data; the hit share may differ from the screen's.
